From PubChem BioAssay
ERa coact pot: ER-alpha (human) coactivator binding potentiation | P03372 | coactivator binding (% of control), % at 25.6 µM | TR-FRET ERalpha-LBD/SRC-Cy5 coactivator binding, 2 h; 100 = basal binding, no effect | actives 1.3% (n = 86,000); in the data active = activity above about 200%;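 note: binding measured in presence of low estradiol as agonist stimulus; 0% = peptide alone without receptor and 100% = receptor with peptide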
Target sequence (P03372 whole entry, looked up, the tested form may be a part): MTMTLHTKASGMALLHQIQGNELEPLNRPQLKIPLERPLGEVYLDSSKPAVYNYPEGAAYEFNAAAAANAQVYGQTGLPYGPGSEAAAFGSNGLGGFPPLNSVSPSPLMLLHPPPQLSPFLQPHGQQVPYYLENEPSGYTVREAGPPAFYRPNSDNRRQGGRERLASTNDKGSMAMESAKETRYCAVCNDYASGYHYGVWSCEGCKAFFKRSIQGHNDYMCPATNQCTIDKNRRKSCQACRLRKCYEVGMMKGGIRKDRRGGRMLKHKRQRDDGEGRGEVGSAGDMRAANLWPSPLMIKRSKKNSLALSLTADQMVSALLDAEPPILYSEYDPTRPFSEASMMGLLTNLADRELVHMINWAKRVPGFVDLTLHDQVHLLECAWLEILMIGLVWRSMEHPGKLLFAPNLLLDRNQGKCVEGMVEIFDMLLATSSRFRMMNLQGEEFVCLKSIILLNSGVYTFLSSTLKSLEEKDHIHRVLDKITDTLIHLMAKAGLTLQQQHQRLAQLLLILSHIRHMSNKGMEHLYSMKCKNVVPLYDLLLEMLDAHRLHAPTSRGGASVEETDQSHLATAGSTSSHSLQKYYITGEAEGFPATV
Fibroblast inh: blocks proliferation of human lung fibroblasts. AID 719. actives 1.1% (n = 85,000). LL 47 human lung fibroblast viability, ATP luminescence; active compounds read low. viability, % at 10 µM;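 active = viability at or below 50% in the single dose screen; inactive = viability above 50%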;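 note: compound exposure lasted 72 h before the ATP readout; 100% = median luminescence of untreated cell-only wells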
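test system = LL 47 human lung fibroblasts | amount = 1,150 fibroblasts seeded per well | medium = 15% FBS in IMEM | times = overnight cell rest, 72 h compound treatment at 37 °C | measured by = CellTiter-Glo luminescence measuring cellular ATP | read-out = viability percentage against median untreated-cell control | benchmarks = cell-only wells, no compound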
ERb SRC1 inh: blocks coactivator binding to human estrogen receptor beta; AID 633; inhibition, % at 25.6 µM; actives 1.3% (n = 86,000); Q92731; TR-FRET ER-beta LBD / SRC1-Cy5 peptide binding; receptor agonist-loaded with 1 µM estradiol;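 active = compounds whose percent inhibition of the receptor-coactivator binding signal exceeds about 50% in the single-dose screen, limit read from the data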;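 note: 0% = receptor plus peptide wells without compound and 100% = peptide-only wells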
ERa coact inh: blocks coactivator binding to human estrogen receptor alpha; TR-FRET ER-alpha LBD / SRC-1 peptide, estradiol-bound; actives 1.7% (n = 86,000); P03372; inhibition, % at 25.6 µM; in the data active = inhibition above about 50%;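 note: 0% = receptor plus peptide control and 100% = peptide only without receptor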
HUVEC prolif 384: blocks proliferation of human endothelial cells. HUVEC proliferation, CellTiter-Glo luminescence, 72 h; active compounds read low. viability, % at 10 µM (by protocol). actives 1.1% (n = 86,000);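 active = viability at or below 30%; inactive = viability above 30%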;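 note: 100% = median luminescence of DMSO-only cell control wells on each plate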
H69AR inhibit: blocks growth of human H69AR lung tumor cells. actives 6% (n = 85,000). viability, % at 10 µM. H69AR lung tumor viability, ATP luminescence, 72 h; active compounds read low;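 active = viability at or below 40%; inactive = viability above 40%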;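 note: multidrug resistant small cell line overexpressing MRP-1 efflux transporter; 100% = mean luminescence of untreated control wells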
Smad3 inh: blocks human Smad3 binding to FoxH1 peptide; P84022; TR-FRET Smad3/Dy647-FoxH1 peptide binding, europium anti-His; inhibition, % at 25 µM; actives 0.29% (n = 88,000); AID 630;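 active = compounds that reduce the energy-transfer binding signal between the protein and its labelled peptide by more than half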;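 note: 0% = Smad3 plus labelled peptide maximal FRET and 100% = peptide-only background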
Target sequence (P84022 whole entry, looked up): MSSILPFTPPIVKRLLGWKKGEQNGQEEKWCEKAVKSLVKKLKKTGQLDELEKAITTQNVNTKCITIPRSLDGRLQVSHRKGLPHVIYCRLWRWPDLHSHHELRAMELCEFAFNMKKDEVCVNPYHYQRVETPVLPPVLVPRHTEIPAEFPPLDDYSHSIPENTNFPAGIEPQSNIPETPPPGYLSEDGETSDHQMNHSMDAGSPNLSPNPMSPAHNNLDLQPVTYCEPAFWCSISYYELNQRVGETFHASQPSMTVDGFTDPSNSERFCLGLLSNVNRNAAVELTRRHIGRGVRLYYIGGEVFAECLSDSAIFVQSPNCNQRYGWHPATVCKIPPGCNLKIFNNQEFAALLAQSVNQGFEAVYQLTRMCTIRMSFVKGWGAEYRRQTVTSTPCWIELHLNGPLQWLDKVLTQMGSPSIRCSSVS
sEH activator: activators of human soluble epoxide hydrolase; activation, % at 2 µM; AID 717; purified human sEH enzymatic activity, activator screen; P34913; actives 0.04% (n = 91,000); in the data active = activation above about 37%; note: values of inactives mirror those of a sister screen read the other way
Calb biofilm kill: kills Candida albicans biofilms. inhibition, % at 6 µM. actives 0.14% (n = 85,000). C. albicans biofilm + clotrimazole, Alamar Blue;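 active = inhibition above 20%; inactive = inhibition below 20%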;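 note: preformed 24 hr biofilms exposed to compound for 48 hr; 0% = biofilm without compound and 100% = blank killed by clotrimazole plus chlorhexidine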
Numbers without * were called inactive; x = not tested or not shown; [ ] = remark or other dose. Not all compounds are listed; rates above refer to the full screens.

SMILES | ERa coact pot | Fibroblast inh | ERb SRC1 inh | ERa coact inh | HUVEC prolif 384 | H69AR inhibit | Smad3 inh | sEH activator | Calb biofilm kill
Fc1ccc(-c2nc3n(n2)Cc2ccccc2-3)cc1 | 121[fluorescence artefact?] | 73 | -10 | -5 | 73 | 37* | 4 | -4 | 2
O=C(CCCNS(=O)(=O)c1cccs1)N1CCN(c2ccc(F)cc2)CC1 | 106 | 102 | 1[fluorescence artefact?] | 6[fluorescence artefact?] | 102 | 97 | -1 | x | 5
COc1cccc(C2C(C(=O)c3ccc(C)o3)=C(O)C(=O)N2CCCN(C)C)c1 (stereo not drawn) | 116 | 103 | 0[fluorescence artefact?] | -6[fluorescence artefact?] | 106 | 96 | 0 | 0 | -1
CC(C)C(=O)Nc1nc2c(ncn2C2CC(O)C(CO)O2)c(=O)[nH]1 (stereo not drawn) | 106[fluorescence artefact?] | 110 | -2 | 3[fluorescence artefact?] | 82 | 96 | 11 | 16 | 8
CCc1nc2ccccc2n(CCOCCOCCn2c(=O)c(CC)nc3ccccc32)c1=O | 92 | 98 | 9 | 8 | 99 | 69 | -18[fluorescence artefact?] | 15 | 6
Cn1c(=O)oc2cc(S(=O)(=O)N3CCC(N4CCCCC4)CC3)ccc21 | 109 | 95 | -1[fluorescence artefact?] | -6 | 100 | 83 | -2 | x | 5
COc1ccc(-n2c(C)c([N+](=O)[O-])c3ccc(O)c(CN4CCCCC4)c32)cc1 | 90 | 87 | -2 | 22 | 86 | 67 | 6 | -11 | 4
Cc1cc(C)c2nc(C(F)(F)F)nc(NCCCN3CCOCC3)c2c1 | 113 | 51 | -2 | -3 | 6.4* | 8.9* | 11 | 15 | 4
Clc1ccccc1-c1nc(N/N=C/c2cccnc2)c2ccccc2n1 | 116[fluorescence artefact?] | 88 | 6 | 2 | 62 | 90 | -1 | 2 | 5
c1ccc(OCc2nn3c(-c4n[nH]c5c4CCC5)nnc3s2)cc1 | 47[fluorescence artefact?] | 87 | 61*[fluorescence artefact?] | 67*[fluorescence artefact?] | 85 | 66 | -2 | x | 10
CCN(CC)C(=O)CN(c1ccc(Cl)cc1)S(=O)(=O)c1ccccc1 | 104 | 98 | -5 | -6 | 96 | 79 | -3 | 6 | -2
c1ccc(Cn2nnnc2C(c2cccnc2)N2CCN(c3ccccc3)CC2)cc1 (stereo not drawn) | 118 | 98 | -12[fluorescence artefact?] | 2 | 97 | 95 | 1 | x | 4
O=C(Nc1ccc(Cc2ccncc2)cc1)C1CCC(N2C(=O)C3C4C=CC(C5CC45)C3C2=O)CC1 (stereo not drawn) | 105 | 87 | -2 | -3 | 62 | 59 | 3 | -87 | 2
O=C(Nc1nnc(C(F)(F)F)s1)C1COc2ccccc2O1 (stereo not drawn) | 100 | 103 | -2[fluorescence artefact?] | 1[fluorescence artefact?] | 62 | 89 | 4 | 6 | 3
Cc1cc(C)nc(N2CCCC(C(=O)NCCc3ccccc3F)C2)n1 (stereo not drawn) | 123 | 101 | -17 | 3 | 94 | 93 | -1 | -33 | 5
COC(=O)c1cn(C(C)C(=O)NCc2ccco2)c2ccccc12 (stereo not drawn) | 110 | 104 | 4 | 1 | 90 | 97 | 7[fluorescence artefact?] | x | 5
Cc1cc(=O)[nH]c(SCCCOc2ccc3c(c2)CCC3)n1 | 106[fluorescence artefact?] | 96 | -1 | 2 | 99 | 72 | -12 | 4 | 2
O=C(c1cc2c(=O)oc3ccccc3c2s1)N1CCN(c2ccccn2)CC1 | 122 | 100 | 6 | 20 | 43 | 89 | -2 | x | 0
Cc1ccc(OCCOCCn2ccnc2)c(Br)c1 | 96 | 90 | 1 | -10 | 90 | 98 | 1 | -11 | -3
Cc1cc(C)c2nc(N3CCC(C(=O)N4CCN(c5ncccn5)CC4)CC3)sc2c1 | 105 | 93 | -4[fluorescence artefact?] | 12 | 71 | 45 | 0 | -3 | 6
CN(C)c1ccc(-c2nn3c(-c4cccnc4)nnc3s2)cc1 | 111 | 93 | 9[fluorescence artefact?] | 9 | 97 | 78 | 7[fluorescence artefact?] | x | 0
COC(=O)c1cc(OC)c(OC)cc1NC(=O)c1c(C)noc1C | 111 | 97 | 1 | -5 | 97 | 89 | 6 | -1 | 4
CCOC(=O)c1nnc2c(Br)c(-c3ccccc3)nn2c1C | 94 | 106 | -7 | -4 | 105 | 95 | 13 | 8 | 3
CS(=O)(=O)N(CC(=O)NCc1cccnc1)Cc1ccc(Cl)cc1 | 70 | 94 | -6 | -6 | 102 | 113 | -10 | 0 | -1
Cc1ccccc1NC(=O)c1cc(S(=O)(=O)N2CCOCC2)ccc1F | 84 | 93 | -7 | -8 | 98 | 121 | 4 | x | 0

(list continues)
SMILES | ERa coact pot | Fibroblast inh | ERb SRC1 inh | ERa coact inh | HUVEC prolif 384 | H69AR inhibit | Smad3 inh | sEH activator | Calb biofilm kill
Cc1ccc(S(=O)(=O)NCCCC(=O)C=[N+]=[N-])cc1 | 105 | 109 | -6[fluorescence artefact?] | 6 | 94 | 98 | 4 | 8 | 0
COCCCNCC(=O)c1c(N)n(Cc2ccccc2)c(=O)n(C)c1=O | 105 | 103 | 1[fluorescence artefact?] | 2 | 95 | 102 | 3 | x | 5
OCCNCCCCCOc1ccc(F)cc1 | 122 | 96 | 0 | -7 | 96 | 83 | -2 | -2 | 3
O=C1c2sc3nc4c(c(=O)n3c2C(=O)N1c1ccccc1)CCC4 | 95 | 90 | 9[fluorescence artefact?] | -3 | 98 | 35* | -7 | -5 | 5
CCCCCOc1ccccc1C(=O)NCCCC(=O)O | 107 | 110 | 5 | 2 | 103 | 101 | -14 | x | 1
CC(C)Nc1nc(NC(C)C)nc(Oc2ccc(/C=N/O)cc2)n1 | 117 | 100 | -1 | 6 | 102 | 97 | 11 | 5 | 6
O=C(CC1CCCCC1)Nc1ncn[nH]1 | 98 | 96 | -6 | -4 | 100 | 86 | -11 | -7 | 1
Cc1cccc(C(=O)NC2CCN(CC(=O)N3CCOCC3)CC2)c1 | 108 | 100 | -1 | -2 | 106 | 97 | 14 | 5 | 11
CC(=O)NC(CCS(C)(=O)=O)C(=O)Nc1cccc2ccccc12 (stereo not drawn) | 102 | 98 | -5 | -7 | 96 | 92 | -2 | 6 | 10
C=C(C)c1nc2cc(OC)c(OC)cc2c(=O)o1 | 89 | 97 | -3 | -1 | 100 | 87 | 14 | 4 | 4
CCc1ccccc1N(CC)C(=O)c1cn(CC)c(=O)c2cc(OC)c(OC)cc12 | 72[fluorescence artefact?] | 104 | -1 | -7 | 102 | 70 | -27[fluorescence artefact?] | x | -1
O=C(NCc1ccc2c(c1)OCO2)c1cccs1 | 98 | 111 | -7 | -5 | 96 | 105 | -3 | x | 5
CCCCNC(=O)n1c(=O)oc2ccc(Cl)cc21 | 89 | 98 | 6 | -1 | 93 | 66 | -5 | -4 | 2
Cc1ccc(S(=O)(=O)NCC(=O)N(CC(=O)NCc2ccccc2)CC2CCCO2)cc1 (stereo not drawn) | 122 | 96 | -2 | -16 | 121 | 89 | -7 | 0 | -1
CCOC(=O)c1sc(NC(=O)CSc2nnc(Cc3ccccc3)o2)c(C(=O)OCC)c1C | 100 | 93 | 5[fluorescence artefact?] | 4[fluorescence artefact?] | 93 | 75 | 0 | 2 | 1
CCn1cc(C(=O)N2CCN(C(=O)c3ccco3)CC2)c2cc(OC)c(OC)cc2c1=O | 93 | 107 | -10 | -2 | 102 | 96 | 2 | -6 | 6
O=c1/c(=C/c2ccco2)sc2nc(-c3ccccc3Br)nn12 | 74[fluorescence artefact?] | 98 | 62*[fluorescence artefact?] | 59*[fluorescence artefact?] | 108 | 94 | -10 | x | -3
Cn1c(=O)c2c(ncn2CC(O)CNc2ccc(Br)cc2)n(C)c1=O (stereo not drawn) | 124 | 91 | -10 | -11 | 71 | 90 | 3 | -5 | 8
Cc1ccc(Nc2nc(N)nc(CN3CCN(c4ccccc4F)CC3)n2)cc1 | 115 | 95 | -2[fluorescence artefact?] | -2 | 75 | 90 | 1 | -2 | 3
Cc1cc(C)n2cc(CSC3=NCCS3)nc2n1 | 91 | 94 | 13 | 9 | 90 | 98 | 4 | 0 | 8
CCC(=O)N1CCN(C(=O)CC)C1c1ccccc1 | 116 | 101 | 3 | 1 | 107 | x | -4 | 11 | -6
CS(=O)(=O)N1CCN(CC2CC3C=CC2C3)CC1 (stereo not drawn) | 86[fluorescence artefact?] | 102 | -3[fluorescence artefact?] | 3 | 91 | 104 | -30 | 7 | 0
CC1(C)Cc2c(C#N)c(NCCN3CCOCC3)nc(-c3ccco3)c2CO1 | 101 | 103 | -1 | 5 | 90 | 81 | 4 | 0 | 3
C=CCc1ccccc1OCC(O)CN(C(C)C)C(C)C (stereo not drawn) | 113 | 90 | -7 | -4 | 83 | 81 | -1 | 5 | 8
CC(C)C12CN3CC(C(C)C)(CN(C1)C3c1ccc3c(c1)OCO3)C2=O (stereo not drawn) | 111 | 99 | 10 | -3 | 107 | 98 | 8 | -6 | 6

In another format: results already given
Screens in order: ERa coact pot	Fibroblast inh	ERb SRC1 inh	ERa coact inh	HUVEC prolif 384	H69AR inhibit	Smad3 inh	sEH activator	Calb biofilm kill
- O=C(NCc1ccc2c(c1)OCO2)c1cccs1
→ 98	111	-7	-5	96	105	-3	x	5
- COCCCNCC(=O)c1c(N)n(Cc2ccccc2)c(=O)n(C)c1=O
→ 105	103	1[fluorescence artefact?]	2	95	102	3	x	5
- CCc1ccccc1N(CC)C(=O)c1cn(CC)c(=O)c2cc(OC)c(OC)cc12
→ 72[fluorescence artefact?]	104	-1	-7	102	70	-27[fluorescence artefact?]	x	-1
- CCOC(=O)c1sc(NC(=O)CSc2nnc(Cc3ccccc3)o2)c(C(=O)OCC)c1C
→ 100	93	5[fluorescence artefact?]	4[fluorescence artefact?]	93	75	0	2	1
- CC(C)C12CN3CC(C(C)C)(CN(C1)C3c1ccc3c(c1)OCO3)C2=O (stereo not drawn)
→ 111	99	10	-3	107	98	8	-6	6

The list goes on:
SMILES | ERa coact pot | Fibroblast inh | ERb SRC1 inh | ERa coact inh | HUVEC prolif 384 | H69AR inhibit | Smad3 inh | sEH activator | Calb biofilm kill
O=C(Nc1ccccc1N1CCN(c2ccccc2)CC1)c1cccc(F)c1 | 123 | 87 | 4 | -2 | 95 | 110 | 0 | 0 | -1
CCOC(=O)c1ccccc1NC(=O)Cn1cnc2c(cnn2-c2ccc(OC)cc2)c1=O | 128[fluorescence artefact?] | 56 | 4 | 1[fluorescence artefact?] | 65 | 61 | 10[fluorescence artefact?] | -4 | 7
CCC(C)[C@H](NC(=O)Nc1cccc(OC)c1)C(=O)OC (stereo partly drawn) | 111 | 96 | -1[fluorescence artefact?] | 6[fluorescence artefact?] | 87 | 96 | 2 | 11 | 5
COc1cc(Cl)c(C)cc1NC(=O)CSC | 109 | 96 | -27[fluorescence artefact?] | -30 | 88 | 99 | 7 | 15 | 7
CCCS(=O)(=O)c1c(S(=O)(=O)CCC)c2c(C)cccn2c1C(=O)OC | 72 | 96 | -6 | -4 | 90 | 52 | 3 | 1 | 1
N#C/C(=C1/CCCCCN1)c1nnc2n1CCCCC2 | 109 | 104 | -4 | -5 | 94 | 80 | -1 | 4 | 6
COc1ccccc1OCc1ccc(C(=O)Nc2ccncc2)o1 | 95 | 100 | -6[fluorescence artefact?] | -16 | 93 | 98 | 16 | -8 | 7
O=C(NCC(c1cccnc1)N1CCN(c2ccc(F)cc2)CC1)c1ccc(F)cc1 (stereo not drawn) | 120 | 96 | -8 | -5 | 93 | 89 | 0 | -8 | -4
Cc1ccc(C(=O)N/C(=C/c2cccs2)C(=O)N2CCCCCC2)cc1 | 97 | 98 | 0 | -2 | 112 | 87 | 4 | x | 8
